SENP8 block-1 – blocks the human protease SENP8; purified SENP8, Z-RLRGG-aminoluciferin cleavage, luminescence; inhibition, % at 10 µM; 330,000 compounds, 1.2% hits; AID 2540; in the data active = inhibition above about 50%
NLRP3 yeast inh – inhibitors of NALP3 inflammasome in yeast. AID 2825. Yeast reconstituted NLRP3/ASC/caspase-1, beta-gal luminescence, 24 h. 330,000 compounds, 0.39% hits. inhibition, % at 10 µM;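 active = inhibition of 50% or more; inactive = inhibition below 50%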;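 also: plate controls were induced DMSO wells for no effect and uninduced yeast grown without galactose for full effect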
SENP7 block – SENP7 protease inhibition; recombinant SENP7, Z-RLRGG-aminoluciferin luminescence, 40 min; inhibition, % at 5 µM; 330,000 compounds, 1.5% hits;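 active = inhibition above about 50% at the single test dose, limit read from the data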;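 also: plate controls were DMSO with enzyme for no effect and no enzyme buffer wells for full effect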
Target sequence (Q9BQF6 706-1050 limits assumed): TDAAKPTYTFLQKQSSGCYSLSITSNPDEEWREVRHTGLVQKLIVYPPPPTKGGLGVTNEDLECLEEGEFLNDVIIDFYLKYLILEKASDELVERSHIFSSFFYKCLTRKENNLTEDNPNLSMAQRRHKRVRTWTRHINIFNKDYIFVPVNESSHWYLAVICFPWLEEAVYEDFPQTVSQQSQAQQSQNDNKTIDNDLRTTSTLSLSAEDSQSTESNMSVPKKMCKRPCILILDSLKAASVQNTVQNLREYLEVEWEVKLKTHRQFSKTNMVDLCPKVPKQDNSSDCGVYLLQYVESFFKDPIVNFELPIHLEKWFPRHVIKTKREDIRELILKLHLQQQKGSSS
HKDC1 inhibitor – blocks human hexokinase HKDC1 activity. Q2TB90. recombinant HKDC1, G6PDH/diaphorase resazurin coupled fluorescence. inhibition, % at 20 µM. 340,000 compounds, 0.16% hits. AID 493160;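 active = inhibition above about 35% when tested at 20 µM, limit read from the data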;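 also: plate controls were DMSO wells with enzyme for no effect and DMSO wells lacking enzyme for full effect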
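Assay system: in-house recombinant HK5 (HKDC1) enzyme. Input: HKDC1 at 5 µg/mL. Medium: Tris pH 8.0 buffer with MgCl2, Tween-20, BSA, BME. Dosing: single 20 µM dose. Schedule: 90 min reaction incubation at room temperature, dark. Signal: resazurin-to-resorufin fluorescence via G6PDH and diaphorase coupling, 525/613 nm. Controls: DMSO-enzyme wells negative, buffer-substituted wells positive.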
SENP6 inh – blocks the human protease SENP6; 330,000 compounds, 1.8% hits; Recombinant SENP6 catalytic domain, aminoluciferin luminescence; inhibition, % at 10 µM; AID 2599;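 active = inhibition above about 50% at the single tested dose, limit read from the data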;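 also: plate controls were DMSO wells with enzyme for no effect and DMSO wells lacking enzyme for full effect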
Target sequence (Q9GZR1 628-1112 limits assumed): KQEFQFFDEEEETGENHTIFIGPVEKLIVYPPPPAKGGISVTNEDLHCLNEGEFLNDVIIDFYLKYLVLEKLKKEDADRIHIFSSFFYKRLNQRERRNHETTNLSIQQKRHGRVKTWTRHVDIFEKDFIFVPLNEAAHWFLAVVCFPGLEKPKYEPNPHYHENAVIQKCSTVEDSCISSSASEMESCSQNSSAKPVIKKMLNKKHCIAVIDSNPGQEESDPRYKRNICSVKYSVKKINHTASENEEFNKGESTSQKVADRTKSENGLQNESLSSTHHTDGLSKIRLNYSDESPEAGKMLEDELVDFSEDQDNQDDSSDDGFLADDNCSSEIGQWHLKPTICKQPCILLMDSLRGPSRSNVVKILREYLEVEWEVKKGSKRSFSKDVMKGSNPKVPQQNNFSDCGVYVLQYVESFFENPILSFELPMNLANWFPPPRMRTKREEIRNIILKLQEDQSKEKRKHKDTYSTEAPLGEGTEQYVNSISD
SENP1 inh – blocks the human SENP1 SUMO protease catalytic domain; recombinant SENP1 catalytic domain, CyPet-SUMO1-YPet FRET cleavage; AID 624204; Q9P0U3; 360,000 compounds, 0.21% hits; inhibition, % at 10 µM;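 active = inhibition at least 30% at 10 µM, raw YFP signal under a set limit, fluorescence ratio 0.5 to 1.5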;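 also: 0% = enzyme with DMSO and 100% = no enzyme wells; some results filed as inactive read as strong as hits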
Target sequence (Q9P0U3 419-644 limits assumed): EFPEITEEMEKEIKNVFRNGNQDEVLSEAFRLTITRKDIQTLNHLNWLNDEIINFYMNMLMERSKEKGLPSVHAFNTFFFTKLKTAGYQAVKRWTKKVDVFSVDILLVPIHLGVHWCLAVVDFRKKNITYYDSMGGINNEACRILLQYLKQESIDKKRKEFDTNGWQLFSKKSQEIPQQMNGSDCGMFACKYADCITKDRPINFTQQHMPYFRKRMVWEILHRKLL
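material = recombinant human SENP1 catalytic domain, His6-tagged | quantity = 20 pM enzyme | reagent = 25 nM SUMO1 FRET substrate | compound dosing = 10 µM single point, 0.5% DMSO | timing = 50 min enzyme reaction, room temperature, light-protected | detection = FRET, CFP and YFP emission | control set = no-enzyme low, enzyme-DMSO high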
PfGluPho inh – PfG6PD (Plasmodium falciparum) enzyme inhibition; inhibition, % at 20 µM; AID 504690; PfGluPho enzyme, NADPH resazurin-diaphorase fluorescence; 350,000 compounds, 0.78% hits;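 active = inhibition reaching at least a set limit at 20 µM in the primary screen, cut at about 59% in these data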;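 also: 0% = DMSO wells with substrate and 100% = DMSO wells lacking glucose-6-phosphate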
SENP8 block-2 – SENP8 (human) protease inhibition; Q96LD8; recombinant SENP8, Nedd8 substrate fluorescence; AID 602440; inhibition, % at 20 µM; 360,000 compounds, 0.64% hits; in the data active = inhibition mostly above about 40%, no sharp cut-off; inactive = mostly below about 27%
Apaf-1 inh – human Apaf-1 inhibition; O14727; reconstituted apoptosome caspase-3 activity, DEVD-Rh110 fluorescence; inhibition, % at 20 µM; 330,000 compounds, 0.71% hits; AID 489030; active = inhibition of at least 40% at 20 µM;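 also: plate controls were DMSO wells for no effect and DEVD-CHO caspase inhibitor wells for full effect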
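Medium: Hepes buffer, pH 7.5 / System: biochemical Apaf-1 apoptosome reconstitution / Measured by: Rh110 fluorescence, excitation 480 nm, emission 540 nm / Times: compound with Apaf-1, dATP, procaspase-3 30 min, then 50 min reaction, room temperature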
* = called active by the depositor; . = not tested or not shown. Rows are unselected; any-hit rate near 4.1%.

SMILES | SENP8 block-1 | NLRP3 yeast inh | SENP7 block | HKDC1 inhibitor | SENP6 inh | SENP1 inh | PfGluPho inh | SENP8 block-2 | Apaf-1 inh
COc1ccc(N(CC(=O)O)S(=O)(=O)c2ccc(OC)c(OC)c2)cc1 | 6 | 8 | 7 | 2 | -4 | 0 | -31 | 14 | 3
Cc1ccc(CNC(=O)c2cccc3c2C(=O)c2ccc(N4CCCCC4)cc2S3(=O)=O)cc1 | 3 | 17 | 0 | -3 | -18 | -31 | -7 | 2 | 13
COc1ccc(S(=O)(=O)N2CCCOC2CNC(=O)C(=O)NCc2ccco2)cc1 (stereo not drawn) | 8 | 18 | 10 | -2 | 11 | 1 | -4 | 8 | 1
COc1ccccc1OCc1ccc(C(=O)NN)cc1 | -2 | 3 | 3 | -8 | -3 | 0 | 17 | 16 | -9
NC(=O)c1ccsc1NC(=O)CSc1nncs1 | -16 | 16 | 13 | -11 | -26 | -3 | 4 | 12 | 5
O=C(NCCN1CCCCC1)c1cc2ccccc2[nH]1 | -4 | 2 | 9 | 2 | 10 | -4 | 2 | -4 | 7
Cc1ccc(N2CCN(CC3CC=CCC3)CC2)cc1 (stereo not drawn) | -8 | 17 | -3 | -7 | 7 | 1 | 3 | 16 | -5
Cc1ccccc1CN1CCSc2sccc2C1=O | -6 | 58* | 4 | 10 | -10 | 4 | -3 | 11 | 5
CN(CC(=O)Nc1ccc(S(=O)(=O)N2CCCC2)cc1)Cc1ccc(Cl)c(Cl)c1 | -4 | 12 | 4 | -7 | 7 | 2 | 3 | 21 | 33
CC(=O)c1cccc(NC(=O)CSc2ccc(-c3ccccn3)nn2)c1 | 2 | 18 | 4 | 20 | 3 | 0 | 8 | 1 | 3
COc1cccc(N2CCN(C3CC(=O)N(c4cccc(Cl)c4)C3=O)CC2)c1 (stereo not drawn) | -5 | 14 | -4 | 6 | 7 | -1 | -8 | 18 | 2
Cc1cc(/C=C(\C#N)C(=O)OCC(=O)Nc2ccc(OC(F)F)cc2)c(C)n1CC(C)C | 2 | 21 | -7 | 1 | 13 | -6 | -3 | -37 | 4
CN1C=CC=C/C1=C1\SC(=S)N(CC(=O)O)C1=O | -4 | 22 | -4 | 0 | 15 | 1 | 7 | 16 | 2
N#CC1=C(N)Oc2cc(O)c(C=Nc3ccccc3)cc2C1c1ccccc1 (stereo not drawn) | 8 | -5 | 15 | 1 | 17 | -21 | -4 | -37 | 16
O=C(CCCc1c[nH]c2ccccc12)NCCc1c[nH]c2ccccc12 | 1 | 19 | -6 | -5 | 12 | -3 | 12 | 14 | 5
CN(CC1CCCO1)S(=O)(=O)c1ccc(C(=O)Nc2nc3cc4c(cc3s2)OCO4)cc1 (stereo not drawn) | -9 | -4 | -11 | 1 | -24 | -3 | -17 | -33 | 20
CC(Oc1ccccc1F)C(=O)NNC(=O)CCNC(=O)c1ccco1 (stereo not drawn) | -13 | 8 | -8 | -6 | -10 | 1 | -4 | 10 | 7
Cc1cnc(C(=O)OCC(=O)Nc2cccc(Cl)c2)cn1 | -5 | 8 | 0 | 1 | -9 | 1 | 1 | 4 | -1
Cc1ccc(S(=O)(=O)N(C)CC(=O)O/N=C(\N)c2ccc([N+](=O)[O-])cc2)cc1 | 1 | 5 | -5 | 3 | -3 | 1 | 14 | 6 | 7
CCCN(CC1CC1)C(=O)CSc1nnc(-c2cc(-c3cccs3)nc3ccccc23)o1 | 2 | 29 | 2 | 1 | -24 | -18 | 1 | -486 | 11
O=S(=O)(Nc1ccccc1)c1ccc(F)cc1 | -3 | 11 | -2 | -1 | -16 | 1 | 8 | 16 | 7
COc1cc2c(cc1OC)CN(C(=O)/C=C/c1ccc(F)cc1)CC2 | 0 | 21 | -3 | 0 | -14 | 2 | 7 | 3 | 11
CCCCN1C(=O)/C(=C2/C=CC=CN2C)SC1=S | 0 | 24 | -2 | 3 | -6 | 4 | -8 | 26 | -12
O=C(CCN1C(=O)c2ccccc2C1=O)Nc1sc2c(c1C(=O)NCC1CCCO1)CCC2 (stereo not drawn) | -11 | 3 | -4 | -8 | -4 | 0 | 2 | 13 | 23
O=C(Nc1ccccc1N1CCOCC1)c1ccc([N+](=O)[O-])o1 | 9 | 13 | -2 | 6 | 19 | 0 | 8 | 30 | 6

Laid out differently: results already given
mol	SENP8 block-1	NLRP3 yeast inh	SENP7 block	HKDC1 inhibitor	SENP6 inh	SENP1 inh	PfGluPho inh	SENP8 block-2	Apaf-1 inh
Cc1ccc(S(=O)(=O)N(C)CC(=O)O/N=C(\N)c2ccc([N+](=O)[O-])cc2)cc1	1	5	-5	3	-3	1	14	6	7
Cc1ccc(N2CCN(CC3CC=CCC3)CC2)cc1 (stereo not drawn)	-8	17	-3	-7	7	1	3	16	-5
COc1ccc(S(=O)(=O)N2CCCOC2CNC(=O)C(=O)NCc2ccco2)cc1 (stereo not drawn)	8	18	10	-2	11	1	-4	8	1

(further entries)
SMILES | SENP8 block-1 | NLRP3 yeast inh | SENP7 block | HKDC1 inhibitor | SENP6 inh | SENP1 inh | PfGluPho inh | SENP8 block-2 | Apaf-1 inh
O=C(Nc1ccc(F)c(F)c1)c1ccccc1 | 0 | 44 | 26 | -4 | 10 | 1 | 13 | 9 | 0
Cc1cccc(C(=O)NN2C(=O)C3C(c4ccccc4)C=CC(c4ccccc4)C3C2=O)c1 (stereo not drawn) | 2 | 15 | -5 | 0 | 0 | 64* | -27 | 4 | 22
CC(C)(C)N(Cc1ccccc1)C(=O)CSc1nnc(CNc2ccc(F)cc2)o1 | 9 | 23 | 6 | -5 | 5 | 2 | 14 | 16 | 24
O=C(COC(=O)c1cc([N+](=O)[O-])ccc1N1CCOCC1)NC1CCCCC1 | 2 | 6 | 1 | -4 | -5 | 1 | 6 | 16 | 3
Cc1ccc(CN(C(=O)c2csnn2)C(C(=O)NC2CCCC2)c2ccco2)cc1 (stereo not drawn) | 6 | -3 | -2 | -6 | -2 | 2 | 8 | 6 | 13
O=C(O)CCCC(=O)Nc1nc(-c2ccc(F)cc2)cs1 | 0 | 2 | 3 | -6 | -20 | 1 | -154 | 11 | 6
COc1ccc(NC(=O)CSc2nnnn2-c2ccccc2F)cc1 | 1 | 6 | 9 | -6 | -11 | 0 | -9 | 12 | -7
CCCC(=O)n1nc(-c2ccccc2)nc1SC | -7 | 7 | -4 | 0 | -11 | 2 | -5 | 28 | -29
CCOc1ccc(S(=O)(=O)Nc2cccc(C(=O)NCC(c3ccco3)N(C)C)c2)cc1 (stereo not drawn) | -13 | 15 | -11 | -2 | -12 | -13 | -8 | -28 | 23
CCOc1cc(/C=C2\C(=N)N3N=C(C)SC3=NC2=O)ccc1OCCOc1ccccc1 | 1 | 16 | 6 | -2 | -2 | -3 | -15 | -15 | 9
COc1ccc(-c2cc(C(=O)Nc3ccc4c(c3)OCO4)no2)cc1 | -5 | 7 | 1 | -5 | -19 | 1 | -8 | -281 | -2
CCC(C)(C)NC(=O)C(c1ccc(OC)cc1)N(C(=O)CCC(=O)Nc1cc(C)on1)c1ccc2c(c1)OCO2 (stereo not drawn) | 4 | 6 | 3 | 4 | -19 | 0 | 10 | 7 | 2
CCN(c1ccccc1)S(=O)(=O)c1ccc(Cl)c(NC(=O)CN2C(=O)NC3(CCCC3)C2=O)c1 | -12 | 8 | -9 | -3 | 0 | 2 | 15 | 13 | 17
O=C1CC(C(=O)Nc2ccc(Br)cc2)C2(CCCC2)O1 (stereo not drawn) | 9 | 6 | 6 | . | -3 | . | . | . | -8
CCOC(=O)c1c(C(=O)OCC)c(C)n(Cc2cc(OC)c(OC)c(OC)c2)c1C | -11 | 0 | -1 | -10 | -4 | 1 | -8 | 11 | 3
O=[N+]([O-])c1ccccc1S(=O)(=O)NCc1ccc(F)cc1 | -3 | 8 | -1 | -4 | 3 | 3 | -11 | 2 | 16
Cn1nc(C(=O)Nc2cccc(Cl)c2)cc1C(=O)Nc1cccc(Cl)c1 | -9 | 23 | -1 | 5 | -8 | -1 | 4 | 4 | 0
CN(Cc1nc(-c2ccc3c(c2)OCO3)no1)CC1(N2CCOCC2)CCCCC1 | 3 | 18 | -3 | -3 | -6 | -2 | -3 | 1 | 6
CCOC(=O)CSc1n[nH]c(NC(=O)c2ccccc2)n1 | -14 | 2 | -11 | 0 | -27 | 3 | -6 | 16 | 7
COC(=O)c1ccccc1-c1ccc(/C=N/NC(N)=O)o1 | 1 | 8 | 5 | -4 | -11 | -1 | 23 | -423 | -12
NC(=O)c1ccc(N2CCN(c3ncc(C(F)(F)F)cc3Cl)CC2)cc1 | -2 | 22 | 2 | -1 | -18 | 0 | 10 | 24 | -19
COc1ccc(-c2nnc(SCC(=O)Nc3ccccc3)n2C)cc1 | -1 | 11 | -9 | -8 | 12 | 0 | -5 | 23 | 2
CCOC(Cn1c(-c2ccc(OC)cc2)nc2ccccc21)OCC | -12 | 16 | -6 | -4 | -26 | 1 | -1 | -9 | 8
COc1ccc(C(=O)CSc2nn3c(=O)c(C(C)(C)C)nnc3s2)cc1 | -8 | -37 | -5 | -3 | -38 | 10 | 20 | 3 | 6
O=C(NCc1ccccc1Cl)C1(S(=O)(=O)c2ccc(Cl)cc2)CC1 | 6 | 33 | 6 | -4 | -17 | 1 | 2 | -1 | -2
(further entries)
SMILES | SENP8 block-1 | NLRP3 yeast inh | SENP7 block | HKDC1 inhibitor | SENP6 inh | SENP1 inh | PfGluPho inh | SENP8 block-2 | Apaf-1 inh
N#CC1=C(SCC(=O)NC23CC4CC(CC(C4)C2)C3)NC(=O)C(C#N)C12CCCCC2 (stereo not drawn) | 3 | -7 | -4 | 5 | 14 | -2 | -28 | 7 | 19
COc1ccc(N2CCCCn3c2nc2c3c(=O)[nH]c(=O)n2C)cc1 | -2 | 21 | 3 | 4 | 1 | 0 | -6 | 9 | -1
O=C(Nc1ccc2c(c1)CCCN2C(=O)c1ccccc1)c1ccccc1Br | 25 | 26 | 20 | -5 | 38 | 1 | 4 | 17 | 21
CCCCN1C(=O)c2ccc(C(=O)NC3(C)CCS(=O)(=O)C3)cc2C1=O (stereo not drawn) | 3 | 8 | 1 | -1 | -7 | 2 | -20 | 17 | 6
O=C(OCC(=O)N1CCCC1)c1ccc(Cl)nc1 | -19 | 7 | -7 | 3 | -3 | -2 | 1 | 13 | 0
COc1ccc(N(C(=O)CNC(=O)c2cccs2)C(C(=O)NC2CCCC2)c2cccnc2)cc1 (stereo not drawn) | 4 | 5 | -3 | -4 | -6 | 0 | 9 | -2 | -7
COc1ccc(C(=O)COC(=O)CCN2C(=O)C3C4C=CC(C5CC45)C3C2=O)cc1 (stereo not drawn) | 4 | 21 | 4 | -8 | -10 | 1 | -5 | 4 | 12
COc1ccc(F)cc1CSc1nnnn1-c1ccc(O)cc1 | -9 | 20 | -2 | -2 | -15 | 3 | 0 | 5 | 12
COc1cc(OC)c(OC)cc1CN1CCC(O)CC1 | 6 | 0 | 5 | -6 | -4 | 0 | -6 | 11 | -7
CSc1sc(C(=O)N(C)C)c2c1S(=O)(=O)N(C)c1ccccc1-2 | 3 | 1 | 5 | -6 | 1 | 1 | -10 | -6 | -10

High-throughput results deposited in PubChem BioAssay by Sanford-Burnham Center for Chemical Genomics.
